Vc quorum ag: inducers of Vibrio cholerae quorum light production without autoinducers, primary screen, BH1578 luxS cqsA deficient, single point; V. cholerae BH1578 lux reporter, luminescence, 6 h; activation, % at 18.7 µM; 0.16% of 350,000 active; in the data active = activation mostly above about 9.7%, no sharp cut-off; inconclusive = no clear call, values can overlap the other calls; inactive = mostly below about 3.7%; also: not every result past the cut was called active; inactives centre near 0; reference of the scale not given here
BoNT A protease: BoNT/A light chain protease inhibitors, primary screen, biochemical, flow cytometry, MLPCN library; multiplex microsphere protease substrate cleavage; inhibition, % at 10 µM; 0.17% of 360,000 active; Botulinum neurotoxin type A light chain protease (Clostridium botulinum A str. ATCC 3502); AID 588499, 2011; also: plate controls were buffer without enzyme for full effect and enzyme alone for no effect
Anthrax LF inh2: Bacillus anthracis LF protease inhibitors, primary screen, biochemical, multiplex microsphere, MLPCN library. multiplex microsphere protease cleavage assay. inhibition, % at 10 µM. 0.12% of 360,000 active. AID 588501, 2011; also: plate controls were buffer without enzyme for full effect and enzyme alone for no effect
Target sequence (P15917 whole entry, looked up): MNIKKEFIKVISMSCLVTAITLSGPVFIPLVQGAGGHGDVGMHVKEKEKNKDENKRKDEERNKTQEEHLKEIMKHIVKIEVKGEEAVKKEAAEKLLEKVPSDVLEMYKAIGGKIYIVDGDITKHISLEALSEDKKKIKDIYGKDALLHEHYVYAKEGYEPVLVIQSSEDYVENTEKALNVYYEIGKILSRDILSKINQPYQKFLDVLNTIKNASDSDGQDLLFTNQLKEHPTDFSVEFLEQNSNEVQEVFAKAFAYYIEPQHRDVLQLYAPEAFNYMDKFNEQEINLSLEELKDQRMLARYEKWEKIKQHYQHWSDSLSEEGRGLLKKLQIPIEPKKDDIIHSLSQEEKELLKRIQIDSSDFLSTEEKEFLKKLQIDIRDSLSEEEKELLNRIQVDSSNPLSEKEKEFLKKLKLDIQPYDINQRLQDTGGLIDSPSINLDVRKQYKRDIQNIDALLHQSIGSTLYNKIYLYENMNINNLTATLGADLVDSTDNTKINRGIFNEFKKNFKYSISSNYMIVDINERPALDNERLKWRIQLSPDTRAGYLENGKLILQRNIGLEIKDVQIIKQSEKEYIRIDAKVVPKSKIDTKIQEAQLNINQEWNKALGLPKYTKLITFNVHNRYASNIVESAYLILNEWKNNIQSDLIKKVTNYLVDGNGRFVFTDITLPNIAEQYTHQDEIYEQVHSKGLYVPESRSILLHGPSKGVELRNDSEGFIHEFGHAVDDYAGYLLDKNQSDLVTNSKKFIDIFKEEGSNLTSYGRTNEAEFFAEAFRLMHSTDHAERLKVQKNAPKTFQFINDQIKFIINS
PfHsp40 yeast: rescue of yeast from PfHsp40 toxicity, primary screen, S. cerevisiae, ATP luminescence; S. cerevisiae expressing PfHsp40, growth rescue; growth rescue, % at 12.5 µM; 0.68% of 340,000 active; in the data active = growth rescue above about 28%, passing the limit was not always enough; inconclusive = no clear call, values can overlap the other calls;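 also: yeast W303a lacking pdr1 and pdr3 grown in galactose medium; growth measured after three days at 30 °C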
SSB-PriA inh: inhibitors of Klebsiella pneumoniae PriA binding to SSB C-terminal tail, primary screen, biochemical, AlphaScreen; PriA–SSB C-terminal tail interaction (Klebsiella pneumoniae); AlphaScreen SSBct-PriA binding, biotinylated peptide; inhibition, % at 33 µM; 0.6% of 430,000 active; AID 1272365, 2023; in the data active = inhibition mostly above about 37%, no sharp cut-off; inactive = mostly below about 20%;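 also: plate controls were negative control peptide for no effect and reference peptide for full effect; strong numbers were not always called active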
DUSP3 inh: VHR1 phosphatase inhibitors, primary screen, biochemical, absorbance, uHTS; recombinant VHR phosphatase, pNPP absorbance; inhibition, % at 13.3 µM; 0.52% of 290,000 active; AID 1654, 2009; in the data active = inhibition above about 50%; also: some compounds called inactive have numbers as strong as hits
Target sequence (P51452 whole entry, looked up): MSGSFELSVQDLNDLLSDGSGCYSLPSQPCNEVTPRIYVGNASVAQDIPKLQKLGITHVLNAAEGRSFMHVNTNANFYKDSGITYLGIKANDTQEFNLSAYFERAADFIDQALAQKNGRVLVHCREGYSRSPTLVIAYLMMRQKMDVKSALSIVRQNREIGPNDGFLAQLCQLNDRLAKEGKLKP
TcdB GH inh: TcdB glycohydrolase inhibitors, primary screen, biochemical, single point, plate reader; Toxin B (Clostridioides difficile), P18177; TcdB glycohydrolase enzymatic assay; inhibition, % at 9.99 µM; 0.24% of 350,000 active; in the data active = inhibition above about 10%
Yp Topo-I inh: Yersinia pestis topoisomerase I inhibitors, primary screen, biochemical, cleavage product accumulation, plate reader, single point; 0.064% of 360,000 active; activity, % at 10 µM; Y. pestis Topo-I cleavage product accumulation; AID 504884, 2011; in the data active = activity above about 50%, passing the limit was not always enough; inconclusive = no clear call, values can overlap the other calls; also: inactives centre near 2
3CLpro inhibitor: SARS-CoV 3CLpro protease inhibitors, primary screen, biochemical, quenched FRET. Replicase polyprotein 1ab (Severe acute respiratory syndrome coronavirus), P0C6X7. AID 1706, 2009. inhibition, % at 6 µM. 0.14% of 290,000 active. recombinant SARS-CoV 3CLpro, quenched FRET peptide cleavage; in the data active = inhibition above about 12%
CCHFV vOTU inh: CCHFV vOTU protease inhibitors, primary screen, biochemical, Pep-AMC substrate, fluorescence; Crimean-Congo hemorrhagic fever virus L polyprotein viral ovarian tumor (vOTU) protease …; inhibition, % at 11.5 µM; 0.55% of 370,000 active; AID 651958, 2012; in the data active = inhibition above about 30%; also: 0% = vehicle wells with enzyme and 100% = no enzyme wells
* hit, by the source's call; i = inactive; ? = inconclusive; . = not tested or not shown; & = joins results of further samples. Rule as the data show it, unless noted: active = inhibition above about 30%; inconclusive = no clear call, values can overlap the other calls; inactive = below that.

Compound	Vc quorum ag	BoNT A protease	Anthrax LF inh2	PfHsp40 yeast	SSB-PriA inh	DUSP3 inh	TcdB GH inh	Yp Topo-I inh	3CLpro inhibitor	CCHFV vOTU inh
Cc1ccc2oc(=O)c3cc(C(=O)NCCCN4CC(C)CC(C)C4)sc3c2c1 (stereo not given)	i	1.7	-2	-1.1	-4	2	1.1	17	-7	-6
COCCn1cnnc1SCC(=O)Nc1cc(OC)c([N+](=O)[O-])cc1C	0.1	-0.1	4	-0.8	1	22	1.8	0	0	-5
CC(C)CCC(C)N=Cc1c(O)n(Cc2ccccc2)c(=O)c2ccccc12 (stereo not given)	i	-0.8	-6	-0.6	4	23	.	26	5	22
CCOC(=O)CSc1n[nH]c(NC(=O)c2ccccc2)n1	-2.5	0.4	2	0.8	4	10	0.7	9	-2	1
O=[N+]([O-])c1ccc(N=Cc2ccc(Br)c([N+](=O)[O-])c2)cc1	i	-0.3	1	-0.2	-8	-11	1.5	0	0	13
COc1ccc(NC(=O)C(=O)c2cn(CC(=O)N3CCCC3)c3ccccc23)cc1	11	0.4	0	1.0	0	-3	1.3	10	0	20
Cc1nc(N2CCC3(CC2)OCCO3)c2nnn(Cc3ccccc3F)c2n1	i	0.0	0	2.7	-7	-29	.	13	-4	4
CN1CCC(N(C)C(=O)c2ccc(Cl)c(S(=O)(=O)N3CCOCC3)c2)CC1	i	-2.9	0	0.5	-9	.	2.5	-2	.	-10
O=C(Cc1cccs1)N=Nc1c(O)[nH]c2ccc(Br)cc12	-0.4	0.1	-2	1.8	-5	13	1.6	2	-3	-9
C=CCn1c(=NC(=O)c2ccco2)sc2cc(C(=O)OC)ccc21	-3.6	-0.1	-1	0.3	7	21	1.3	8	-1	-6
Clc1ccc(C[n+]2cc(-c3ccccc3)n3c2CCC3)cc1Cl	-0.3	-0.6	-2	-2.5	1	7	0.5	8	-4	10
O=C(O)C1CCN(S(=O)(=O)c2cccc3cccnc23)CC1	-1.5	-1.1	-2	-0.7	-7	44	1.9	4	-9	-3
O=C1CCCC2=C1C(c1ccncc1)n1c(nc3ccccc31)N2 (stereo not given)	-0.6	1.2	-6	-1.2	0	43	0.3	14	2	-205
Cc1ccccc1C(=O)c1cccn1CC(=O)NC(C)c1ccc2c(c1)OCCO2 (stereo not given)	-0.2	-0.4	-6	0.8	-2	6	-0.6	-2	2	-3
COc1cc(C2=NOC(C(=O)NCc3ccc(F)cc3)C2)cc(OC)c1OC (stereo not given)	-1.7	-1.5	0	-0.8	-7	-5	.	8	2	-14
COc1ccc(COCC(CC(C)C)N2CCN(C(=O)c3cccc(C(F)(F)F)c3)CCC2=O)cc1 (stereo not given)	-0.4	-0.8	0	1.6	1	-11	2.3	9	3	17
COc1ccccc1C(=O)N=c1sc2c(C)ccc(OC)c2n1C	4.3	0.8	-8	-0.6	3	5	2.6	4	2	-12
COc1ccc(-c2nnc(SCC(=O)Nc3ccccc3)n2C)cc1	36*	1.3	3	0.0	5	3	.	2	-1	-7
Cc1ccc(NC(=O)c2ccc(Cl)cc2Cl)cc1O	-0.4	0.3	0	-0.9	-16	33	2.0	-7	0	3
Cc1ccc(CNC(=O)C2CCC(=O)N2C2CCCCC2)cc1 (stereo not given)	1.5	-0.6	-3	0.4	-6	30	.	1	-10	-13
CC(OC(=O)c1ccc(NC(=O)CC#N)cc1)C(=O)NCCC1=CCCCC1 (stereo not given)	0.2	1.3	9	-1.4	-22	.	0.4	-1	.	-3
COc1ccc2nc(-c3ccccc3)cc(C(=O)OCC(=O)NC3CC3)c2c1	-0.7	-2.1	3	.	-11	.	2.0	-14	.	-7
CCc1ccc(S(=O)(=O)/N=C2\C=C(Nc3ccc(O)cc3)C(=O)c3ccccc32)cc1	-0.5	0.9	-4	4.1	.	15	.	-25	8	.
Cn1c(C(=O)N2CCN(Cc3ccc4c(c3)OCO4)CC2)cc2sccc21	0.3	-1.3	-4	-1.0	21	-17	.	18	4	-3
O=C(COc1ccccc1)Nc1cccc(-c2ccc(N3CCOCC3)nn2)c1	-0.4	-0.1	-1	4.8	-17	.	5.0	11	.	6

Sorted by length of the SMILES (descending): 8 of the compounds above.
Compound	Vc quorum ag	BoNT A protease	Anthrax LF inh2	PfHsp40 yeast	SSB-PriA inh	DUSP3 inh	TcdB GH inh	Yp Topo-I inh	3CLpro inhibitor	CCHFV vOTU inh
CCc1ccc(S(=O)(=O)/N=C2\C=C(Nc3ccc(O)cc3)C(=O)c3ccccc32)cc1	-0.5	0.9	-4	4.1	.	15	.	-25	8	.
CC(OC(=O)c1ccc(NC(=O)CC#N)cc1)C(=O)NCCC1=CCCCC1 (stereo not given)	0.2	1.3	9	-1.4	-22	.	0.4	-1	.	-3
Cn1c(C(=O)N2CCN(Cc3ccc4c(c3)OCO4)CC2)cc2sccc21	0.3	-1.3	-4	-1.0	21	-17	.	18	4	-3
O=C(COc1ccccc1)Nc1cccc(-c2ccc(N3CCOCC3)nn2)c1	-0.4	-0.1	-1	4.8	-17	.	5.0	11	.	6
Clc1ccc(C[n+]2cc(-c3ccccc3)n3c2CCC3)cc1Cl	-0.3	-0.6	-2	-2.5	1	7	0.5	8	-4	10
O=C1CCCC2=C1C(c1ccncc1)n1c(nc3ccccc31)N2 (stereo not given)	-0.6	1.2	-6	-1.2	0	43	0.3	14	2	-205
Cc1ccc(CNC(=O)C2CCC(=O)N2C2CCCCC2)cc1 (stereo not given)	1.5	-0.6	-3	0.4	-6	30	.	1	-10	-13
CCOC(=O)CSc1n[nH]c(NC(=O)c2ccccc2)n1	-2.5	0.4	2	0.8	4	10	0.7	9	-2	1

The list continues.
Compound	Vc quorum ag	BoNT A protease	Anthrax LF inh2	PfHsp40 yeast	SSB-PriA inh	DUSP3 inh	TcdB GH inh	Yp Topo-I inh	3CLpro inhibitor	CCHFV vOTU inh
O=C(Nc1ccc(F)cc1)Nc1ccc2ccccc2n1	-1.0	1.3	-8	-1.6	3	21	0.8	-5	0	-8
CCN(CC)S(=O)(=O)c1cccc(C(=O)OC2CCOC2=O)c1 (stereo not given)	i	-1.3	0	-1.1	-14	21	-0.3	6	5	13
COc1ccc(NC(=O)CCNC(=O)N2CC(=O)Nc3ccccc32)cc1	-0.7	0.0	1	.	.	.	-0.2	1	.	-1
COc1cccc(CN2CCN(C(=O)Nc3ccc([N+](=O)[O-])cc3)CC2)c1	i	0.8	-2	1.9	-14	-1	-0.1	0	0	5
O=C(Cc1cccc2ccccc12)NNC(=O)c1ccc(Br)o1	i	-1.1	4	-0.6	-11	11	-2.4	12	-3	3
Cc1ccc(C(=O)O/N=C2\CCS(=O)(=O)c3sccc32)cc1	5.0	0.2	-1	0.2	.	31	.	2	2	-1
COC(=O)[C@]12CCCCC=C1N(Cc1ccc(Cl)cc1Cl)C(=O)[C@H](CC(=O)NCC1CCCCC1)C2	.	-0.8	-14	.	.	.	0.9	.	.	19
COc1ccc(NC(=O)CC2S/C(=N\c3nccs3)N(C)C2=O)cc1 (stereo not given)	0.5	-0.5	-2	0.4	.	8	.	-9	2	-6
CCCC(=O)NC(c1ccc(OC)c(OC)c1)c1c(O)ccc2ccccc12 (stereo not given)	i	?	1	-1.5	-6	10	.	12	-3	-19
Cc1ccc(C)c(OCCC(=O)NNC(=O)c2cc(C)oc2C)c1	i	0.0	-3	-1.1	6	.	0.9	3	.	-7
COc1ccc2nc(NS(=O)(=O)c3ccc(NC(C)=O)cc3)sc2c1	-3.2	-1.2	-2	-0.1	3	30	.	3	-6	-10
O=C(c1ccc(-c2cccc(C(F)(F)F)c2)o1)N1CCN(c2ccccc2O)CC1	-0.3	-1.5	-4	-0.1	9	-2	-1.1	30	4	9
CCCCn1c(N)c(N(CCOC)C(=O)CN(C)CC(=O)Nc2ccc(Cl)c(Cl)c2)c(=O)[nH]c1=O	i	-0.2	-6	-0.5	-7	.	1.4	5	.	16
CCOCC(=O)Nc1cc(C(F)(F)F)ccc1Oc1cccc(Br)c1	i	-0.2	-8	-1.6	-22	26	.	32	9	8
CC1(N2CCOCC2)CC2(O)C(=[N+]1[O-])CCc1c2no[n+]1[O-] (stereo not given)	-0.3	-0.1	0	-0.3	-6	-3	.	-7	2	.
COC(=O)c1sccc1N/C=C(\C#N)S(=O)(=O)C(C)(C)C	-0.4	.	.	.	-12	23	1.2	-4	1	5
COc1ccc(NS(=O)(=O)c2cc(Cl)ccc2Cl)cc1S(=O)(=O)N1CCCCC1	-1.1	-0.7	1	-0.9	-5	33	0.0	14	4	6
CCc1ccc(C(C(=O)NC2CCCC2)N(CCOC)C(=O)CCC(=O)Nc2cc(C)on2)cc1 (stereo not given)	-0.3	-2.5	-3	1.1	-6	28	0.5	15	5	7
O=C(c1ccccc1)N1CCN(c2ncnc3sc4c(c23)CCC4)CC1	i	0.9	1	9.5	3	-18	.	11	-4	1
Cc1ccc(C)c(OCCCCN2CCNCC2)c1C	-0.2	-2.1	-7	0.0	-9	-8	-0.3	3	-7	-12
CN(C)c1cncc(C(=O)O)c1	-0.3	0.2	-2	0.6	1&-9	23	0.3	2	1	-16
CC1=C(C(=O)N2CCCCCC2)CC(CC(=O)NC2CCCCC2)C(=O)N1Cc1ccccc1 (stereo not given)	.	-0.1	10	.	.	.	0.8	.	.	1
COc1cccc(CNC(=O)C(c2ccc(Cl)cc2)C(C)C)c1 (stereo not given)	-0.2	0.6	2	0.5	-7	-7	.	4	-5	-4
N#C/C(=C\N1CCOCC1)S(=O)(=O)c1ccc(Cl)cc1	-0.6	.	.	.	-15	16	0.8	-6	4	0
Fc1cccc(F)c1/C=N/N1CCOCC1	-0.4	0.9	9	-0.3	.	12	-0.2	6	-1	1
O=C(Nc1nccs1)C1CC(=O)N(c2ccc(F)cc2)C1 (stereo not given)	-0.1	1.9	3	-0.3	-18	6	-0.4	-4	2	14

Screening data deposited in PubChem BioAssay by several laboratories.

Not all compounds are listed; count on the stated rates, not on these rows.
